KCNH2 3.1 inh: qHTS for Inhibitors of KCHN2 3.1: Mutant qHTS | actives 0.95% (n = 340,000) | AID 720553, 2013 | activity change, % (tested at about 1.8 µM) | U2OS KCNH2 3.1, thallium flux FluxOr; hits give low values | Potassium voltage-gated channel subfamily H member 2, brain isoform KCNH2 3.1 (human);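 active = maximum activity change below -70%; inconclusive = maximum activity change from -70% to -50%; inactive = maximum activity change above -50%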;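 note: thallium influx rate constant from kinetic fluorescence after stimulation buffer; % is set by controls: 0 for no effect and ±100 for the full control effect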
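Kinetic fluorescence (2 min after stimulation buffer) measures Tl+ influx through KCNH2 3.1 expressed by viral transduction in U2OS cells; the rate constant is normalized against DMSO controls serving as positive and negative references.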
ELG1 repair inh: qHTS screen for small molecules that inhibit ELG1-dependent DNA repair in human embryonic kidney (HEK293T) cells expressing luciferase-tagged ELG1; Potency, µM (series often up to 46.1 µM), inactives show top-dose activity change, negative = inhibition, hits mostly inhibitors; actives 2.3% (n = 330,000); HEK293T ELG1-luciferase reporter, luminescence, 16 h; DNA damage induced by 5-fluorouridine; note: potency is the fitted concentration of half-maximal effect; % is set by controls: 0 for no effect and ±100 for the full control effect; nearly all actives have a fitted effect of over 55% in size
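Reporter activity after DNA damage by 5-fluorouridine is monitored. Compound-treated cells incubate 16 hr at 37 °C, then ONE-Glo is added for 30 min before luminescence reading.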
KCNH2 WT inh: qHTS for Inhibitors of KCHN2 3.1: Wildtype qHTS; Voltage-gated inwardly rectifying potassium channel KCNH2 (Homo sapiens), Q12809; U2OS, BacMam KCNH2, thallium flux FluxOr; hits give low values; activity change, % at 1.84 µM; actives 0.37% (n = 340,000); AID 720551, 2013;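 active = maximum activity change below -70%; inconclusive = maximum activity change between -70% and -50%; inactive = maximum activity change above -50%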; note: % is set by controls: 0 for no effect and ±100 for the full control effect
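U2OS cells transduced with wild-type KCNH2 virus are loaded with FluxOr dye for 45 min, and thallium flux is measured in kinetic reads before and after stimulation buffer. Rate constants are normalized to DMSO controls.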
USP2a block: qHTS Assay for Inhibitors of Ubiquitin-specific Protease USP2a Using CHOP2 as the Reporter; Ubiquitin carboxyl-terminal hydrolase 2 (Homo sapiens), O75604; USP2 core, Ub-CHOP2 coupled fluorogenic reporter, 485/531; Potency, µM (doses to about 38.3 µM), without a hit: at the highest dose activity change, negative = inhibition, actives largely listed as inhibitors; actives 0.01% (n = 330,000); AID 463254, 2010;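 note: potency is the fitted concentration of half-maximal effect; plate controls were DMSO wells for no effect and full inhibition by NEM control for full effect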
Target sequence (O75604 whole entry, looked up): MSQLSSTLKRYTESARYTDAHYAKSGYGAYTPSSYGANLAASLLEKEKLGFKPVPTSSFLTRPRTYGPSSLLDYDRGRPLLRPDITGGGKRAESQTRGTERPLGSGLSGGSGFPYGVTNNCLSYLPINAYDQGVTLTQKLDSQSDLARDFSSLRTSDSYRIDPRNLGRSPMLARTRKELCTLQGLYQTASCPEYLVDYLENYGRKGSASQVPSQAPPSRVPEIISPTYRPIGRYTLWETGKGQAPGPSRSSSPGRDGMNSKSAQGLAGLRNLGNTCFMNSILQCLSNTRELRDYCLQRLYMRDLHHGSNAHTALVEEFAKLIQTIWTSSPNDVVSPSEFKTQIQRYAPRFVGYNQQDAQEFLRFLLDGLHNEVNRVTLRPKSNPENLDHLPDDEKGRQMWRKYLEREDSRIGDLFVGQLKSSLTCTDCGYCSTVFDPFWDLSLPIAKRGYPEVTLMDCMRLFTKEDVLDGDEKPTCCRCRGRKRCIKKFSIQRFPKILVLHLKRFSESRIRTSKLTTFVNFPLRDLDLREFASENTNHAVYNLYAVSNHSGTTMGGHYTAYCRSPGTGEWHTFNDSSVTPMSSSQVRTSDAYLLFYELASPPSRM
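Cell-free coupled assay: 10nM USP2 core preincubated 30min RT with compound in Tris-HCl pH 8.0/CaCl2/CHAPS buffer, then 25nM Ub-CHOP2 and 25nM reporter substrate; fluorescence (Ex 485/Em 531) read after 60min RT, normalized to NEM inhibition, concentration-response curves fitted.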
TRPV1 ag: HTS Assay for Compounds that Act as Agonists of the Vanilloid Receptor 1; Transient receptor potential cation channel subfamily V member 1 (Homo sapiens), Q8NER1; TRPV1-expressing cells, Fluo-8 calcium influx, agonist mode; activation, % at 8.33 µM; actives 0.19% (n = 320,000); in the data active = activation above about 80%; inconclusive = between about 30% and that limit; note: 0% is about no effect
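Fluo-8 calcium influx in TRPV1-expressing cells, kinetic read (ex 480/em 520 nm). Compound added and read 3 min for agonist activity, followed by capsaicin at EC20 final and 2 min further read for enhancement.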
Mito fusion yeast: qHTS Assay for Small Molecule Inhibitors of Mitochondrial Division or Activators of Mitochondrial Fusion; actives 0.23% (n = 320,000); S. cerevisiae fusion-defective mutant growth rescue, CellTiterGlo 48 h; Potency, µM (titrated, usually from 46.1 µM), for the others: at the top dose growth rescue (activation), actives largely listed as activators; AID 485298, 2010;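 note: potency is the fitted concentration of half-maximal effect; % of control where 0% means no effect; nearly all actives have a fitted effect of over 45% in size; temperature-sensitive fusion mutants such as fzo1-1 at 37 °C on non-fermentable ethanol glycerol medium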
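Yeast fusion mutant, YPEG (non-fermentable carbon), compound, 48 h at 37C non-permissive; CellTiterGlo added, 10 min RT, luminescence read. Rescued growth = division inhibition.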
TCR activator: Activators of T cell receptors: qHTS campaign | primary human leukocytes, anti-CD3, IL-2 HTRF, 48 h | Potency, µM (doses to about 9.22 µM), without a hit: top-dose activation of IL-2 secretion, usual class: activators | 330,000 tested, under 10 active; note: % of control where 0% means no effect
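1) Mix primary human leukocytes, a-CD3 beads and compound. 2) Incubate 48 hr. 3) Add HTRF IL-2 reagents (a-IL-2-K, a-IL-2-d2).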
TSHR antagonist: Antagonists of the Thyroid Stimulating Hormone Receptor: HTS campaign; Thyrotropin receptor (Homo sapiens), P16473; TSHR-expressing cells, TSH-stimulated cAMP HTRF, 2 h; hits give low values; actives 0.2% (n = 330,000); activity change, negative = inhibition, % at 11.5 µM;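 active = activity change below a set negative limit, meaning inhibition stronger than a set level, cut at about -70% in these data; inconclusive = activity change between two set negative limits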; note: % is set by controls: 0 for no effect and ±100 for the full control effect
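Freshly harvested TSHR cells receive pin-tooled compound, then EC80 TSH at 4nM final. After 2 hours at 37 deg C, antibody in lysis buffer and cAMP-d2 are added; 30 minutes at ambient temperature precede the HTRF read.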
AT treatment: qHTS Assay for Identifying a Potential Treatment of Ataxia-Telangiectasia. […] A-T fibroblasts, KAP-1 phosphorylation AlphaLISA; neocarzinostatin DNA damage 30 min before lysis. Potency, µM (series often up to 57.5 µM), for the others: at the top dose activation, actives largely listed as activators. actives 0.19% (n = 320,000); note: potency is the fitted concentration of half-maximal effect; % of control where 0% means no effect; nearly all actives have a fitted effect of over 45% in size
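hTERT-immortalized A-T patient fibroblasts ([…]), 500 cells/well in OPTI-MEM, 1% FBS, got compounds for 60 min, then NCS for 30 min at 37C. Lysates were then assayed for phospho-KAP-1 by AlphaLISA (anti-pKAP1 donor, anti-KAP1 acceptor beads), 6 hr at 25C.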
Eya2 inh: qHTS Assay for Inhibitors of the Phosphatase Activity of Eya2; Protein phosphatase EYA2 (Homo sapiens), O00167; AID 488837, 2010; Potency, µM (top dose mostly 76.9 µM), without a hit: at the top dose activity, negative = inhibition, hits mostly inhibitors; recombinant Eya2, OMFP fluorescence dephosphorylation (OMFP is methylfluorescein phosphate); actives 0.006% (n = 330,000); note: potency is the fitted concentration of half-maximal effect; % is set by controls: 0 for no effect and ±100 for the full control effect
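Eya2 (0.2 uM) preincubated 10 min at ambient with compound, then OMFP substrate added at 50 uM; 10 min reaction in 50 mM HEPES pH 7.5, 50 mM NaCl, 5 uM MgCl2, 0.05% BSA, 1 mM DTT. Fluorescence read at Ex 485/Em 525 nm.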
Numbers without * were called inactive; ? = inconclusive; / = not tested or not shown; [ ] = another dose, or the depositor's remark. Unless noted, calls come from the whole dose curve; as a rule, active = well fitted curve in the direction sought with a large enough effect; inconclusive = small, poorly fitted or top-dose-only effect, or another doubt; inactive = no such curve, though single readings can be large; an effect the other way counts as inactive or inconclusive. These rows are one share of the data, so the mix of outcomes need not match the whole.

SMILES | KCNH2 3.1 inh | ELG1 repair inh | KCNH2 WT inh | USP2a block | TRPV1 ag | Mito fusion yeast | TCR activator | TSHR antagonist | AT treatment | Eya2 inh
CCN1C=C(C(=O)OC)C(c2cccc(C)c2)C(C(=O)OC)=C1 | -3 | 0% | -1 | 3% | 19 | 8% | 1% | -19 | 34% | 35%[15.4 µM]
CCOc1ncccc1C(=O)NNC(=O)c1csc(N2CCOCC2)n1 | 5 | -14% | -2 | 0% | 5 | 2% | -4% | -3 | -3% | 33%
O=C(Nc1ccc2nn(-c3ccccc3)nc2c1)c1ccco1 | 5 | ? | 10 | 1% | -6 | 1% | -5%[46.1 µM] | -30 | 16% | 6%
COc1ccc(C(C(=O)NCC2CCCO2)N(C(=O)c2snc(C(N)=O)c2N)c2ccccc2C)cc1OC (configuration not stated) | 4 | -21% | 11 | 1% | -7 | 0% | 2% | 19 | 1% | 13%
CCOC(=O)[C@H]1[C@H]2COc3ccc(C)cc3[C@@H]2N2C(=O)CN(Cc3ccc(Cl)cc3)C(=O)[C@@]12C | / | -27% | / | 0% | 11 | -6% | 0% | 16 | 7% | -11%
CCc1cccc(Nc2c([N+](=O)[O-])cc(C(=O)N3CC(=O)Nc4ccccc43)cc2[N+](=O)[O-])c1 | -3 | ? | 9 | 0% | 0 | 1% | -8%[46.1 µM] | 0 | -3% | -3%
Cc1onc(-c2ccccc2)c1C(=O)N[C@@H]1C(=O)N2[C@@H]1SC(C)(C)[C@@H]2C(=O)O | / | -2% | / | 1% | -2 | -1% | / | 13 | -14% | 0%
COc1ccccc1NC(=O)c1oc2ccc(C)cc2c1C | 2 | ? | 5 | 2% | 27 | 2% | 5% | -9 | 3% | 12%
COc1ccc(OC)c(NC(=O)CSc2nc(N3CCOCC3)nc(N3CCOCC3)n2)c1 | 4 | -19% | -13 | 0% | 7 | 2% | 2% | -19 | 2% | 2%
CN1/C(=C/C=C(/C#N)C(N)=O)C(C)(C)c2ccccc21 | -13 | -10% | -5 | 4% | / | 2% | 7% | -15 | -10% | 7%
CC(C)(Oc1ccc(Br)cc1Cl)C(=O)Nc1ccon1 | -1 | 1% | -7 | -2% | -1 | 1% | -3% | 4 | 17% | -5%
Cc1cc(-c2cc(C(=O)NCc3ccccc3)on2)nc(S(C)(=O)=O)n1 | 8 | ? | -6 | 8% | 1 | -29% | -2% | 7 | -10% | -4%
Cc1c(C#N)c(O)n(CCO)c(=O)c1N=Nc1ccc(S(N)(=O)=O)cc1 | 1 | -11% | -4 | 11% | 1 | -1% | 8% | -5 | -3% | 3%
Cc1cc(/C=C2\SC(=S)N(C)C2=O)c(C)n1-c1ccc(O)cc1 | 5 | ? | 10 | 11% | 3 | -23% | -25% | ? | -18% | 37%
CC(C)(C)c1ccc(C(=O)NCc2ccccc2)cc1 | 8 | ? | -7 | -1% | ? | 4% | 1% | -9 | -1% | -3%
N#Cc1ccc(N[C@@H]2CCN3C(=O)c4ccccc4[C@@H]3C[C@H]2O)cc1 | 6 | -16% | 43 | 2% | / | / | 2%[46.1 µM] | -9 | -10% | 4%
O=C(c1ccc(NS(=O)(=O)c2ccc(Cl)cc2)cc1)N1CCOCC1 | 0 | -7% | -7 | -1% | -1 | 4% | 14% | 8 | -5% | -2%
COc1ccc(NC(=O)CN(C)CC(=O)NCCc2ccc(F)cc2)cc1 | 14 | -2% | 4 | 1% | -3 | -5% | -1% | -3 | -3% | -39%
CC1(C)Cc2cccc(OCC(=O)OCC(=O)Nc3cccc(S(N)(=O)=O)c3)c2O1 | 15 | 20% | 4 | 4% | 2 | 0% | 2% | 23 | -14% | -4%
CCOC(=O)C1=C(CNCc2ccccc2Cl)NC(=O)NC1c1ccc2c(c1)OCO2 (configuration not stated) | -8 | -13% | 1 | -2% | 0 | 21% | 6% | 9 | 3% | 0%
CCNc1nc(NCC)nc(N(C)n2cnnc2)n1 | 4 | -1% | 11 | -1% | -1 | 1% | -2% | 6 | -1% | 8%
O=S(=O)(c1ccccc1)N1CCN(c2nc(-c3cccnc3)nc3ccccc23)CC1 | 21 | ? | -21 | -4% | 8 | 7% | 3% | -10 | -7% | -20%
O=C(CSCc1ccc(Cl)cc1)Nc1ccc(S(=O)(=O)N2CCCCCC2)cc1 | -9 | -16% | 1 | 4% | ? | 6% | 2%[46.1 µM] | -3 | -3% | 0%
O=C(COc1ccc(/C=N/NC(=O)c2ccncc2)cc1)Nc1ccccc1 | 1 | 12% | -4 | 7% | -2 | -3% | -2% | 0 | 8% | -6%
O=C(CN1CCCCCCC1)Nc1ccc(Cl)cc1Cl | 2 | 12% | 4 | -2% | 10 | 8% | -3% | -6 | ? | -5%
O=C(Cc1ccccc1)NCC(=O)Nc1ccc(OC(F)(F)F)cc1 | 11 | 2% | 5 | 1% | 29 | -10% | -1% | -4 | -9% | -6%
Cc1sc(NC(=O)c2cccnc2)nc1-c1ccccc1 | -6 | -3% | 3 | 1% | 10 | 0% | 3% | -12 | -2% | 4%
O=C(C[n+]1cccc(CNC(=O)c2ccc(OC(F)F)cc2)c1)Nc1ccccc1Cl | 4 | 17% | -4 | 4% | -1 | -2% | -8%[46.1 µM] | 14 | -2% | 1%
Cc1cccc(N(C)c2cc(C)nc3nc(C)nn23)c1 | -8 | -13% | 1 | 0% | 2 | 0% | 3%[46.1 µM] | 7 | -7% | 2%
O=C(COC(=O)c1cnccn1)Nc1ccccc1-c1ccccc1 | 14 | 13% | 19 | 3% | -2 | 0% | -3% | 14 | 7% | -13%
CC(C)(C#N)Nn1cnnc1 | -3 | 12% | 2 | 1% | 3 | 2% | 0%[46.1 µM] | 9 | -8% | 1%
CCCCc1nnc(NC(=O)CN2C(=O)NC3(CCCCC3)C2=O)s1 | -12 | -9% | -1 | -1% | 2 | -2% | -1% | 3 | 3% | 0%
CCOC(=O)c1ccc(NC(=S)NCc2cccnc2)cc1 | 9 | -4% | -15 | 2% | 26 | -3% | -4% | -5 | -2% | 3%
C=CC[C@@H](CC(=O)NCCO)C(=O)N[C@@H](COC(=O)[C@@H](CC=C)CC(=O)OC(C)(C)C)Cc1ccccc1 | 5 | ? | 4 | 0% | / | / | -9% | 9 | 2% | -2%
Cc1c(CCC(=O)O)c(=O)oc2c(C)c3occ(-c4ccc(Br)cc4)c3cc12 | -6 | 5% | 8 | -7% | -2 | 28% | 3% | -32 | -4% | -3%
CCOc1ccc(NC(=O)N2CCC(NC(=O)c3ccco3)CC2)cc1 | -2 | -18% | 0 | 2% | 3 | -2% | / | 0 | 0% | -2%
Cc1ccc(C(=O)CSc2nnnn2Cc2ccccc2)cc1C | -25 | 12% | -30 | 9% | ? | 4% | 3% | -5 | 6% | -5%
Cc1nc2sc3c(c2c(=O)o1)CC(C)(C)OC3 | / | -2% | -8 | 1% | 1 | -10% | -6% | 11 | -2% | -20%
O=C(CCS(=O)(=O)c1ccc(Cl)cc1)N1CCN(S(=O)(=O)c2cccs2)CC1 | 7 | ? | -8 | 0% | -3 | -5% | 8% | -4 | -5% | -1%
Cc1ccc(-n2[nH]c(C)c(/C=N/Nc3ccc([N+](=O)[O-])cc3[N+](=O)[O-])c2=O)cc1 | 2 | -21% | -3 | 1% | -4 | -9% | -6%[46.1 µM] | ? | -11% | 2%
NC(=O)c1ccccc1NC(=O)Cc1cccs1 | 11 | 2% | -4 | 2% | -5 | 3% | 7% | -7 | -1% | 16%
N#C/C(=N/Nc1ccc([N+](=O)[O-])cc1)C(=N)N1CCCCC1 | -42 | ? | -1 | -14% | ? | -13% | 8% | -1 | -5% | ?
O=C1CCC(=O)N1c1ccccc1 | -5 | 3% | -15 | 2% | 1 | 2% | 5% | 16 | 4% | -18%
O=C(C1CC(c2ccc(F)cc2)=NO1)N1CCN(Cc2ccccc2)CC1 (configuration not stated) | -4 | ? | 24 | -1% | 24 | 3% | 5% | -4 | 3% | 16%
N/C(=N\OC(=O)COc1cc(Cl)c(Cl)cc1Cl)c1ccncc1 | 14 | ? | -24 | 10% | 1 | -7% | 10% | 0 | -1% | -4%

Screening results deposited in PubChem by National Center for Advancing Translational Sciences (NCATS).
